PTHR1 agonist: agonists of human PTHR1 parathyroid hormone receptor; Q03431; HEK293 GP2 PTHR1 cells, GloSensor cAMP luminescence, 1 h; Potency, µM (highest dose often 115 µM), without a hit: at the highest dose activation, most hits filed as activators; 0.075% of 410,000 active; note: potency is the fitted concentration of half-maximal effect; nearly all actives have a fitted effect of over 55% in size; some results filed as inactive show a strong effect at the top dose; inactives centre near -15; many of its hits are not listed in these tables
Target sequence (Q03431 whole entry, looked up): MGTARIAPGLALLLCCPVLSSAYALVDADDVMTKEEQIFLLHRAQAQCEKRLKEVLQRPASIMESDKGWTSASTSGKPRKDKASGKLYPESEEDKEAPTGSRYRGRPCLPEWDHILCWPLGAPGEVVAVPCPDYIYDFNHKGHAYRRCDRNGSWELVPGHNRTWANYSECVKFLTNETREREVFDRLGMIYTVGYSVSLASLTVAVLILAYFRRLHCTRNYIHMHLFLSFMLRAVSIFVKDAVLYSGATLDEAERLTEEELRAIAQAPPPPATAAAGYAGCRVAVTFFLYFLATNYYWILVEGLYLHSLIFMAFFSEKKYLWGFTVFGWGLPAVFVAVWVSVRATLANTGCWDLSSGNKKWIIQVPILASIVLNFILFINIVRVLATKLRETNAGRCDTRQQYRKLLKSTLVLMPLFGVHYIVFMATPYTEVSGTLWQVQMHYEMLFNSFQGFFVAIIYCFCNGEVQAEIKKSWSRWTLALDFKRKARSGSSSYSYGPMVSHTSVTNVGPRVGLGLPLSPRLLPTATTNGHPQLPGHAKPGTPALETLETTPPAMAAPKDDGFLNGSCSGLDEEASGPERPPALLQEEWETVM
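HEK-293-derived GP2 cells expressing PTHR1 and a GloSensor cAMP reporter, 3,000/well, plated overnight, given luciferin plus IBMX (each 0.5 mM as added) for 1 h at 37 °C, then compound for 1 h at 37 °C. Luminescence was read after 15 min at room temperature.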
HEK293 tox: cytotoxic in the GLP-1 receptor inverse agonist counter-screen; 0.13% of 410,000 active; HEK293 cAMP-luciferase reporter cells, luminescence, 24 h; Potency, µM (series often up to 38.3 µM), inactives show at the highest dose activity change, negative = inhibition, actives largely listed as inhibitors;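 note: loss of luciferase light is scored as toxicity; potency is the fitted concentration of half-maximal effect; % is set by controls: 0 for no effect and ±100 for the full control effect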
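To flag toxic compounds, the library was rerun on cells for 24 hr at 37 deg C and 5% CO2. Viability-linked luminescence was captured 12 min after adding luciferase detection reagent.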
aSyn yeast inh: rescues yeast growth from alpha-synuclein toxicity; Yeast expressing alpha-synuclein, growth rescue, BacTiter-Glo, 24 h; Potency, µM (series often up to 46.1 µM), for the others: at the highest dose growth rescue (activation), usual class: activators; 0.14% of 370,000 active; AID 652106; note: potency is the fitted concentration of half-maximal effect; % of control where 0% means no effect; nearly all actives have a fitted effect of over 65% in size
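Rescue of yeast growth: cells expressing toxic alpha-synuclein, induced in galactose at OD600 0.02, incubated with compound 24 h at 30 C. ATP luminescence quantified growth; inhibitors of toxicity appear as activators.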
DRD3 antagonist: blocks the human D3 dopamine receptor; P35462; D3R cells, DiscoveRx beta-arrestin luminescence, antagonist mode; active compounds read low; max response, negative = inhibition, %; 2.5% of 360,000 active; in the data active = max response below about -50%; inconclusive = no clear call, values can overlap the other calls; note: % is set by controls: 0 for no effect and ±100 for the full control effect; mostly tested at two doses, the higher about 12 µM
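Cells plated overnight at 1500 cells/well, then exposed to library compounds with dopamine controls for 90 minutes at 37 degrees C. DiscoveRx reagent added for 30–60 minutes at room temperature; luminescence read, quantitative HTS format.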
GLP1R inv ag: inverse agonists of human GLP-1 receptor | Potency, µM (doses to about 38.3 µM), without a hit: at the top dose activity change, negative = inhibition, hits mostly inhibitors | HEK293 GLP-1R CRE-luciferase, luminescence, 24 h; GLP-1R form is constitutively active | AID 624417 | P43220 | 1.6% of 410,000 active; note: potency is the fitted concentration of half-maximal effect; % is set by controls: 0 for no effect and ±100 for the full control effect; nearly all actives have a fitted effect of over 55% in size
Target sequence (P43220 whole entry, looked up): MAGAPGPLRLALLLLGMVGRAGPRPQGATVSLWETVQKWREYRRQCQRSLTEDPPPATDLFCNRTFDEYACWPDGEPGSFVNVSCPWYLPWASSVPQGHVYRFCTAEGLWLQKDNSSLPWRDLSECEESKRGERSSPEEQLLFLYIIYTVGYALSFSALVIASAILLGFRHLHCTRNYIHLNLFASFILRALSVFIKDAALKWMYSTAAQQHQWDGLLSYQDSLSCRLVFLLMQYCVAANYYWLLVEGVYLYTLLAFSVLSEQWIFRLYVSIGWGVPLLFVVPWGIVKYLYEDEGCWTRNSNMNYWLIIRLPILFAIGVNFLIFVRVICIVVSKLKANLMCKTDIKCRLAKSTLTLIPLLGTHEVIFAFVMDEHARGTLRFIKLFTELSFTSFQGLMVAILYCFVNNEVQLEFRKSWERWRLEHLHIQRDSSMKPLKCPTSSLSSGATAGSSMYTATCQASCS
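Assay principle: reduced luminescence from a cAMP-responsive reporter in HEK293 cells co-expressing a constitutively active GLP-1R. Conditions: 24 hr compound incubation, 37 deg C, 5% CO2.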
KB-V1 cytotox: KB-V1 MDR subline cytotoxicity; KB-V1 MDR cells viability, CellTiter-Glo, 72 h; Potency, µM (doses to about 46.1 µM), inactives show at the top dose activity change, negative = cytotoxicity, usual class: cytotoxic; 3.4% of 400,000 active; AID 1347076; note: potency is the fitted concentration of half-maximal effect; % is set by controls: 0 for no effect and ±100 for the full control effect; nearly all actives have a fitted effect of over 60% in size
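KB-V1, DMEM (no phenol red) + 10% FBS; cpd pin-transferred, titration series; 72 h, 37 degrees C; CellTiter-Glo, luminescence. Data normalized, curve-fit.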
DRD3 agonist: activates the human D3 dopamine receptor. D3R DiscoveRx beta-arrestin cells, luminescence, 90 min. max activation, %. 0.58% of 410,000 active. AID 652048; in the data active = max activation above about 30%; note: 0% is about no effect; mostly tested at two doses, the higher about 12 µM
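Cells at 1500/well, incubated overnight, then treated with pinned compounds (dopamine as control) for 90 min at 37 degrees C. DiscoveRx reagent added for 30 - 60 minutes at room temperature; luminescence read.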
GLP-1R agonist: GLP-1 receptor (human) agonism; P43220; HEK293 GLP-1R CRE-luciferase, luminescence, 4-6 h; cells express a hypersensitive GLP-1R form; Potency, µM (titrated, usually from 45.6 µM), for inactives: top-dose activation, hits mostly activators; 0.007% of 380,000 active; note: potency is the fitted concentration of half-maximal effect; % of control where 0% means no effect
TDP-43 yeast inh: inhibitors of TDP-43 toxicity in yeast | TDP-43 expressing yeast growth rescue, BacTiter-Glo, 24 h | Potency, µM (doses to about 46.1 µM), without a hit: top-dose growth rescue (activation), actives largely listed as activators | 1.8% of 410,000 active | AID 652104; note: potency is the fitted concentration of half-maximal effect; % of control where 0% means no effect; nearly all actives have a fitted effect of over 50% in size
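Cell-based yeast growth screen: TDP-43 expression induced in galactose, inoculum OD600=0.02 after raffinose pregrowth to mid-log. Read-out BacTiter-Glo luminescence at 24 hr, 30 deg C; inhibition of toxicity seen as signal increase.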
Numbers without * were called inactive; i = inactive; ? = inconclusive; . = no result given; [ ] = remark or other dose. Unless noted, calls come from the whole dose curve; as a rule, active = well fitted curve in the direction sought with a large enough effect; inconclusive = small, poorly fitted or top-dose-only effect, or another doubt; inactive = no such curve, though single readings can be large; an effect the other way counts as inactive or inconclusive.

SMILES	PTHR1 agonist	HEK293 tox	aSyn yeast inh	DRD3 antagonist	GLP1R inv ag	KB-V1 cytotox	DRD3 agonist	GLP-1R agonist	TDP-43 yeast inh
O=C(NCCc1nnc2ccccn12)c1cccs1	i	11%	-1%	2	12%	-8%	2	-1%	20%
Cc1nc(SCC(=O)NNC(=O)c2cccs2)[nH]c(=O)c1C	i	0%	-4%	-18	5%	6%	-12	10%	-23%
Cc1ccc(/C(O)=C2/C(=O)C(=O)N(CCCn3ccnc3)C2c2cccnc2)cc1 (stereo not drawn)	i	?	-4%	-14	5%	8%	-7	1%	-8%
COc1ccc(CNc2nc(S(=O)(=O)c3ccccc3)c(Cl)s2)cc1OC	-39%	-3%	1%	11	2%	-23%	9	20%	1%
CCOC(=O)c1sc2nccc(N(C)C)c2c1N=CNOCc1ccccc1	-9%	4%	-2%	13	?	9.2µM*	4	43%	?
CCCN(CC(=O)Nc1ccccc1OC)C(=O)CSc1nc(C)cc(C)n1	i	3%	1%	-12	?	0%	5	13%	-23%
Cc1ccsc1/C=N/Nc1nc2ccccc2s1	-24%	?	-2%	-11	-25%	22%	1	9%	0%
O=C(NCc1ccccc1)C(c1ccco1)N(C(=O)c1ccccn1)c1ccc(F)cc1 (stereo not drawn)	i	3%	5%	6	5%	-20%	5	5%	8%
Nc1nnc(SCC(=O)NCC(=O)Nc2ccc(F)c(F)c2F)s1	-3%	-19%	-1%	9	11%	-9%	1	-3%	-5%
COc1ccc(CN2CCC[C@]3(N[C@H](c4ccc(OC)cc4)[C@@H]4C(=O)N(C)C(=O)[C@@H]43)C2=O)cc1	-17%	-1%	-2%	2	7%	?	1	-6%	0%
O=C(Nc1cccc(C(=O)O)c1)/C(=C\c1ccco1)NC(=O)c1ccccc1Cl	-4%	4%	-6%	7	-8%	1%	20	-1%	-11%
CCOC(=O)C1=NOC2(C1)C(=O)Nc1ccc(OC(F)(F)F)cc12 (stereo not drawn)	-62%[inhibitor]	3%	-3%	-87*	18%	0%	-2	-1%	?
Cc1nnc2c(N3CCN(c4ccccc4)CC3)nc3ccc(C(=O)c4ccccc4)cc3n12	-20%	-4%	.	.	11%	1%	-3	.	10%
O=C(NCCc1ccccc1)NC1CCCCC1	-13%[57.5 µM]	0%	1%	30	0%	4%	-3	1%	-7%
COc1ccc(CC(=O)Nc2cc(Cl)ccc2N2CCCC2)cc1	-84%[inhibitor]	-15%	2%	9	?	?	-13	17%	-1%
O=[N+]([O-])c1cccc(NC(=S)N2CCN(c3ccccn3)CC2)c1	-12%	-19%	-9%	-15	-15%	0%	2	1%	-4%
Cc1ccc(-c2cc(C(=O)Nc3nn[nH]n3)c3ccccc3n2)c(C)c1	7%[57.5 µM]	7%	-2%	-11	-2%	26%	-2	8%	-4%
Cc1ccc(/C=C/C(=O)O)cc1S(=O)(=O)N1CCc2ccccc2C1	i	-3%	9%	-8	31%[activator]	1%	-1	1%	7%
Cc1nn2c(-c3ccc(S(=O)(=O)N4CCN(CCO)CC4)o3)nnc2c2ccccc12	i	0%	-3%	7	223%[activator]	11%	3	23%	-9%
C(=N\n1cnnc1)/c1ccc(OC2CSC2)cc1	i	-9%	-1%	16	0%	?	11	-1%	?
COc1ccc2nc3oc(C(=O)N4CC(C)CC(C)C4)cc3cc2c1 (stereo not drawn)	-3%	-20%	8%	-15	?	-15%	2	11%	13µM*
O=C(Cc1cccc2ccccc12)NCC(=O)Nc1ccccc1F	-3%	4%	8%	4	?	0%	6	-3%	-20%
COc1ccc(Cl)cc1NC(=O)Nc1cc(C)on1	-7%	27%	3%	0	?	-9%	-6	-3%	15%
CC1CCN(c2ccc3c(c2)S(=O)(=O)c2cc(C(=O)O)ccc2C3=O)CC1	i	89%[activator]	4%	-7	-4%	-18%	-6	-3%	?
Cc1cc(NC(=O)c2c(F)cccc2Cl)n(-c2nc3ccccc3[nH]2)n1	i	-4%	24%	29	?	-4%	-8	-11%	10%

Carrying on:
SMILES	PTHR1 agonist	HEK293 tox	aSyn yeast inh	DRD3 antagonist	GLP1R inv ag	KB-V1 cytotox	DRD3 agonist	GLP-1R agonist	TDP-43 yeast inh
CCn1nc(C)c(CN2CCCC(CO)(Cc3cccc(Cl)c3)C2)c1C (stereo not drawn)	-8%	-9%	-5%	-10	?	-10%	-5	0%	2%
CC(C)NC(=O)N(C)C[C@@H]1Oc2c(NC(=O)Nc3ccccc3)cccc2C(=O)N([C@H](C)CO)C[C@H]1C	-12%	-3%	-1%	0	1%	0%	-6	-2%	-12%
COc1ccc2c(c1OC)C(=O)N1C2SC[C@H]1C(=O)NCCC(C)C (stereo partly drawn)	2%	-1%	0%	-29	-30%	0%	-11	4%	-15%
Fc1cccc(-n2ncc3c2ncn2nc(-c4ccccc4Cl)nc32)c1	i	-12%	.	.	6%	.	1	.	?
Cc1ccc(N2C(=O)CC2(C#N)c2ccc(OCc3ccccc3)cc2)cc1 (stereo not drawn)	-9%	13%	11%	1	?	-11%	-8	7%	-10%
Cc1nc(NCc2ccccc2)[nH]c(=O)c1CCC(C)C	-19%	-13%	2%	5	-24%	?	14	-10%	0%
Cc1cc(C)nc(Nc2ccc(F)cc2)n1	-23%	-3%	0%	5	-9%	21%	4	-3%	25µM*
O=c1c([N+](=O)[O-])cccn1Cc1ccc(F)cc1Cl	-3%	-1%[0.307 µM]	23%	-8	-10%[0.307 µM]	?	-3	-19%	?
CCc1nc2c(OCc3ccc(Cl)cc3)cccn2c1N(C=O)Cc1ccccc1	-12%	-3%	-2%	-19	?	-1%	-7	17%	13%
COCCNC(=S)NCCc1ccc(Cl)cc1Cl	-9%	?	-8%	-12	?	-3%	-15	1%	?
O=C(CCc1nnc(CCCCc2ccccc2)o1)N(CCO)Cc1ccccc1	i	-7%	3%	9	-27%	6%	-1	-3%	3%
Cc1ccc(S(=O)(=O)N2CCOCC2)cc1C(=O)OCC(=O)c1c(N)n(C)c(=O)n(C)c1=O	-20%	-6%	3%	7	36%[activator]	3%	-19	0%	9%
CCc1ccc(NC(=O)[C@H](C)NC(=O)C2CCN(C(=O)[C@@H](N)Cc3ccccc3)CC2)cc1	-9%	-23%	-2%	9	7%	-5%	-5	2%	-1%
CC(C)CC(=O)N1c2nc(C(C)C)nn2C2(CCCCC2)[C@@H]2CCCC[C@@H]21	-9%	2%	.	.	17%	.	-17	.	-7%
CCOC(=O)c1sc(NC(=O)OC)c(C(=O)OC)c1C	-3%	4%	-3%	9	24%	-24%	10	0%	18%[9.22 µM]
C[C@H]1CN([C@@H](C)CO)C(=O)c2cc(/C=C/c3ccccc3)cnc2O[C@H]1CN(C)C(=O)c1cccc(F)c1	-32%	2%	-2%	-27	-18%	25%	-5	12%	28%
CCOC1CCCC(n2cnc3c(=S)nc[nH]c32)O1 (stereo not drawn)	i	0%	-1%	-26	49%[activator]	?	-9	5%	-8%
COc1ccc(OC)c(CCNC(=O)c2ccc3c(c2)N(Cc2ccc(C)cc2)CCS3)c1	i	-5%	.	.	?	0%	-13	.	?
COc1cc(OC)c(N(C)C(=O)c2nn(C)c3c2CSc2ccccc2-3)cc1Cl	i	4%	.	.	9%	.	-1	.	0%
COC(=O)c1c(NC(=O)c2cnccn2)sc2c1CCC2	i	11%	-3%	-6	47%[activator]	3%	3	1%	-11%
CSC1=NC(C(Cl)(Cl)Cl)N=C(c2ccccc2)N1 (stereo not drawn)	-4%	-25%	8%	5	?	5.8µM*	0	1%	17%[9.22 µM]
CN1CCN(C2Cc3cc(F)ccc3Sc3ccc(Cl)cc32)CC1 (stereo not drawn)	i	?	-3%	-120*	?	-4%	-22	-8%	-19%
C1=C(c2ccccc2)N2CCN=C2S1	-1%[57.5 µM]	1%	1%	-6	0%	11%	3	15%	-16%
C/C(=N\Nc1ccc([N+](=O)[O-])cc1)c1ccc(-n2nncc2C)cc1	-10%	?	-1%	-21	?	?	-3	1%	12%
CCCCn1nnnc1C(c1cc2ccccc2o1)N(C)CCc1ccccc1 (stereo not drawn)	-22%	1%	11%	2	?	?	0	5%	31%

(continued)
SMILES	PTHR1 agonist	HEK293 tox	aSyn yeast inh	DRD3 antagonist	GLP1R inv ag	KB-V1 cytotox	DRD3 agonist	GLP-1R agonist	TDP-43 yeast inh
CCNC(=O)CSc1nc2ccccc2c(=O)n1OC	-17%[57.5 µM]	-4%	0%	-7	11%	12%	5	-20%	3%
CCC1CCCCN1Cc1c(O)ccc2c(=O)c(-c3ccccc3)coc12 (stereo not drawn)	i	11%	7%	4	20%	-1%	5	1%	1%
Cc1ccc(/C=N/N2CCN(Cc3ccccc3)CC2)o1	-20%[57.5 µM]	-5%	0%	-19	-26%	-17%	-16	2%	-15%
CC(=O)c1cccc(NC(=O)/C(=C/c2ccncc2)NC(=O)c2ccccc2)c1	i	1%	3%	17	-6%	-3%	-3	19%	4%
CCc1ccc2nc(N3CCC(C(=O)NCCC(C)C)CC3)sc2c1	-18%	1%	.	.	38%	-1%	4	3%	19%
CC[C@H](C)NC(=O)CCCCCn1c(=S)[nH]c2c([nH]c3ccc(OC)cc32)c1=O	-5%	0%	1%	-7	0%	14%	3	-3%	-4%

4 entries from above, with two lines to a compound:
Fields: PTHR1 agonist	HEK293 tox	aSyn yeast inh	DRD3 antagonist	GLP1R inv ag	KB-V1 cytotox	DRD3 agonist	GLP-1R agonist	TDP-43 yeast inh
CCC1CCCCN1Cc1c(O)ccc2c(=O)c(-c3ccccc3)coc12 (stereo not drawn)
→ i	11%	7%	4	20%	-1%	5	1%	1%
Cc1ccc(/C=N/N2CCN(Cc3ccccc3)CC2)o1
→ -20%[57.5 µM]	-5%	0%	-19	-26%	-17%	-16	2%	-15%
CC(=O)c1cccc(NC(=O)/C(=C/c2ccncc2)NC(=O)c2ccccc2)c1
→ i	1%	3%	17	-6%	-3%	-3	19%	4%
CCc1ccc2nc(N3CCC(C(=O)NCCC(C)C)CC3)sc2c1
→ -18%	1%	.	.	38%	-1%	4	3%	19%

Assay outcomes: PubChem, National Center for Advancing Translational Sciences (NCATS)

Not all compounds are listed; the hit share may differ from the screen's.
